Assay outcomes (PubChem)
Bim-Bcl-W – inhibitors of Bim-Bcl-W interaction, human | AID 952 | Q92843 | bead-based flow cytometry, Bim peptide-Bcl-W binding | inhibition, % at 10 µM | hit rate 0.02% among 190,000;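 note: 0% = bound tracer without compound and 100% = peptide blocker; higher means less fluorescent Bim peptide bound to Bcl-W beads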
Target sequence (Q92843 whole entry, looked up): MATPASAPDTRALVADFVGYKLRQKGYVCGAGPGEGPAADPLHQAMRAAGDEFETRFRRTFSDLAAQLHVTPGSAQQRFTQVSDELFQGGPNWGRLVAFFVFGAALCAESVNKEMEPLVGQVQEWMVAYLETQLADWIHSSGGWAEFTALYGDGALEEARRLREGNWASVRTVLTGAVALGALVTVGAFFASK
Mcl-1 Bim block – disrupts Bim peptide binding to human Mcl-1; Q07820; Bead-based flow cytometry, Bim peptide-Mcl-1 binding; inhibition, % at 10 µM; hit rate 0.1% among 190,000;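 note: 0% = no compound tracer wells and 100% = peptide blocker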
Target sequence (Q07820 whole entry, looked up): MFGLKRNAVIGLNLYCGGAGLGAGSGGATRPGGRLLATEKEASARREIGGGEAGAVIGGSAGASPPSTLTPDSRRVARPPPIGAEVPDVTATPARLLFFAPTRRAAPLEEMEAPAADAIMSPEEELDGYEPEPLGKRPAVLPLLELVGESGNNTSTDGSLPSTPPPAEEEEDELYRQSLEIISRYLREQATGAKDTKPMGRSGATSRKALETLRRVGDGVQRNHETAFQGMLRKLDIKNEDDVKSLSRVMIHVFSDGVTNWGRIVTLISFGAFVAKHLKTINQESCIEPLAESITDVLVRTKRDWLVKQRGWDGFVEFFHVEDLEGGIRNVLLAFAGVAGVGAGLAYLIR
Bcl-XL Bim block – human Bim-Bcl-XL interaction inhibition | AID 1007 | hit rate 0.04% among 190,000 | inhibition, % at 10 µM | Q07817 | Bim peptide-Bcl-XL binding, bead flow cytometry, fluorescence
Target sequence (Q07817 whole entry, looked up): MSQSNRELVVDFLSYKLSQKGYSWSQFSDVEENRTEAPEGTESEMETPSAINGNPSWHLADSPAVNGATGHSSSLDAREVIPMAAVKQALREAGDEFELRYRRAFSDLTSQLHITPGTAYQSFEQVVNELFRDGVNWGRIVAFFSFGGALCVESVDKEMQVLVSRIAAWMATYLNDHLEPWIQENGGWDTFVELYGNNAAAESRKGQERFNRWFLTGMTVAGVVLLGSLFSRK
Mcl1-Bid inh – Mcl-1/Bid interaction inhibition | Q07820 | TR-FRET Mcl-1/Bid-Dy647 peptide binding, 1536-well | inhibition, % at 21.7 µM | hit rate 0.97% among 220,000;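 active = compounds that cut the binding signal by more than half at the single screening dose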;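 note: His-tagged Mcl-1 with europium anti-His antibody binding Bid BH3 peptide; 0% = Mcl-1 plus peptide wells and 100% = peptide-only wells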
RGS4-Gao reg – modulates binding of RGS4 to human Galphao; P09471; Multiplexed bead flow cytometry; actives lie on both sides; binding response (% of control), % at 10 µM; hit rate 0.33% among 220,000; AID 1415; in the data active = binding response below about 49% or above about 150%; inactive = in between;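 note: fluorescent Galphao activated with aluminum fluoride binding bead-coupled RGS4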
Bim-Bfl-1 – disrupts Bim binding to human Bfl-1 | hit rate 0.12% among 190,000 | Q16548 | inhibition, % at 10 µM | Bead-based flow cytometry, Bim-Bfl-1 binding inhibition;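 note: 0% = wells without compound plus tracer and 100% = blocker peptide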
RGS8-Gao reg – human RGS8-Galphao interaction regulation | multiplexed bead flow cytometry, RGS8-Galphao binding; actives lie on both sides | P09471 | response (percent of control binding), % at 10 µM | hit rate 0.34% among 220,000; in the data active = response below about 60% or above about 140%; inactive = in between;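 note: Galphao activated as the GDP aluminium fluoride complex binding bead-coupled RGS8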
Bcl-2 Bim block – human Bim-Bcl-2 interaction inhibition; Bead-based flow cytometry, Bim peptide-Bcl-2 binding; hit rate 0.06% among 190,000; inhibition, % at 10 µM; P10415; AID 950; in the data active = inhibition above about 40%; inconclusive = no clear call, values can overlap the other calls;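 note: 0% = no compound wells with probe peptide and 100% = reference peptide inhibitor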
RGS7-Gao – human RGS7-Galphao interaction regulation; P09471; Multiplexed bead flow cytometry, RGS7-Galphao binding; actives lie on both sides; binding response (% of control), % at 10 µM; hit rate 0.35% among 220,000; in the data active = binding response below about 49% or above about 150%; inconclusive = no clear call, values can overlap the other calls; inactive = in between;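 note: fluorescent Galphao held in activated GDP-AlF4 state binding bead-coupled RGS7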
Mcl1-Noxa inh – Mcl-1/Noxa interaction inhibition; Q07820; TR-FRET Mcl-1/Noxa peptide binding, 2 h; inhibition, % at 21.7 µM; hit rate 1.5% among 220,000; AID 1022;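 active = compounds that cut the protein-peptide binding signal by more than 50% relative to plate controls in a single-dose test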;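 note: His-tagged Mcl-1 with rhodamine Noxa BH3 peptide and terbium anti-His antibody; 0% = Mcl-1 plus Noxa peptide wells and 100% = peptide-only wells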
Bcl-B Bim block – inhibitors of Bim-Bcl-B interaction, human | hit rate 0.073% among 190,000 | Q9HD36 | inhibition, % at 10 µM | bead-based flow cytometry, Bim peptide-Bcl-B binding;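 note: 0% = tracer peptide without compound and 100% = reference inhibitor peptide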
Target sequence (Q9HD36 whole entry, looked up): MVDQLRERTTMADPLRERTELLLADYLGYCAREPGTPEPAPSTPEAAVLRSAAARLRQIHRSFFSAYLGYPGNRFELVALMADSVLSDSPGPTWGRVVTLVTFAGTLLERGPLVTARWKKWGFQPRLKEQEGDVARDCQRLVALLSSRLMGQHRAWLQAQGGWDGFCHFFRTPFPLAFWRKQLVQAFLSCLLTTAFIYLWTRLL
Active calls of the source: *; ? = inconclusive; . = not tested or not shown. Cut-off read from the data, not from the text of the source, unless noted: active = inhibition above about 40%.

SMILES	Bim-Bcl-W	Mcl-1 Bim block	Bcl-XL Bim block	Mcl1-Bid inh	RGS4-Gao reg	Bim-Bfl-1	RGS8-Gao reg	Bcl-2 Bim block	RGS7-Gao	Mcl1-Noxa inh	Bcl-B Bim block
COCc1[nH]nc2c1C(c1ccccc1F)C(C#N)=C(N)O2 (centres undefined)	-7	-8	-11	-19	100	-26	100	-11	100	11	-10
CC1(NC(=O)Nc2ccccc2)CCS(=O)(=O)C1 (centres undefined)	.	.	.	1	103	.	105	.	?	-8	.
COC(=O)C1=C(C)Nc2ccc(C)cc2S1	1	-2	-4	1	94	-1	88	-6	103	14	-11
O=C(CSc1ccc2ccccc2c1)Nc1nc2ccccc2[nH]1	-6	-3	-5	15	80	-12	86	-8	94	30	-13
Cc1ccc2nc(CSc3nc(C)ccc3C#N)[nH]c2c1	-9	-6	-8	-26	100	3	101	-9	102	45	-24
CCN1CCN(CCNC(=O)c2ccc3c(c2)N(Cc2ccc(F)cc2)C(=O)/C(=C/c2ccccc2)S3)CC1	-4	-4	-3	11	106	-2	106	0	109	29	-9
NS(=O)(=O)c1ccc(CCNC(=O)C2CCN(S(=O)(=O)c3c(Cl)cccc3Cl)CC2)cc1	.	.	.	-25	104	.	99	.	?	-3	.
Cc1ccc(C2CC(=O)NC(SCc3ccccc3)=C2C#N)o1 (centres undefined)	2	2	0	-35	99	-5	99	-1	98	-5	-5
COC(=O)c1sccc1NC(=O)COc1ccc(Cl)cc1Cl	-9	-9	-9	-9	101	-8	104	-6	102	1	-12
COc1c(F)c(F)c(C(=O)Nc2ccc3oc(-c4ccncc4)nc3c2)c(F)c1F	-7	-3	-4	-7	93	-1	97	-4	96	4	-6
CC(=O)COc1ccc2c3c(c(=O)oc2c1)CCCC3	4	2	0	-1	102	-16	101	0	105	2	-6
COc1ccc(/C=C2/C(=O)OCc3cc(OC)c(OC)cc32)cc1	-2	-5	-7	-4	104	-1	102	-2	103	18	-7
O=c1c2cc(-c3ccccc3)sc2nc2n1CCC2	-4	0	-4	-9	96	-7	95	-6	?	14	-4
CCOC(=O)C1=C(Nc2ccc(Br)cc2)CC(C)(O)C(C(=O)OCC)C1c1ccccc1 (centres undefined)	-1	1	-3	-45	102	-13	97	-8	101	-11	-3
CCOC(=O)c1ccc(N2CCN(C(C)=O)CC2)c(NC(=O)c2cccnc2)c1	1	-3	-2	-32	93	-13	104	-3	93	-5	-1
O=C(Nc1ccccn1)c1cc2ccccc2o1	3	2	11	-1	88	3	81	20	95	2	0
O=C(NC1CCCCC1)C1CCN(C(=O)c2ccc(-c3ccccc3)cc2)CC1	0	0	0	-14	101	-6	104	-2	103	-18	0
Cc1cccc(C)c1NC(=O)C[n+]1cc(-c2ccccc2)n2c1CCC2	.	.	.	-22	107	.	105	.	?	-3	.
CCOC(=O)N1CCC(NC(=O)Cn2ncc3c4ccccc4n(C)c3c2=O)CC1	-1	-4	-6	-2	102	-26	102	-8	98	7	-9
O=[N+]([O-])c1ccccc1Oc1ncccc1[N+](=O)[O-]	-1	-1	-4	-12	101	-4	105	1	99	8	-5
COc1cc(/C=C(/C#N)C(=O)Nc2ccc(Cl)cc2)ccc1Oc1nc(Cl)ncc1F	.	.	.	-26	96	.	99	.	?	10	.
COc1c(C)cc(S(=O)(=O)N2CCOCC2)c(C)c1C	0	0	0	4	99	-4	100	2	100	-6	-2
CCOC(=O)c1sc2nc(CSc3ccccc3)nc(NCCN(C)C)c2c1C	0	-1	1	-7	103	-3	101	-1	103	21	0
COc1cc(NC(=S)Nc2ccc3c(c2)OCCO3)cc(OC)c1OC	.	.	.	-133	90	.	95	.	?	5	.
O=C(Cn1cc[n+](CC(=O)c2ccccc2)c1)c1ccccc1	-1	2	1	-20	101	-10	100	-7	101	.	-5
COc1ccc(C2CC(c3ccc(F)cc3)n3nc(NS(C)(=O)=O)nc3N2)cc1 (centres undefined)	.	.	.	-25	107	.	105	.	?	6	.
Cn1cc(Cl)c(C(=O)NNC(=S)Nc2cccc(Cl)c2)n1	-3	-1	-7	-112	101	0	104	0	?	-18	-29
O=C(CSc1nnc2ccccn12)Nc1cccc(-c2nc3ccccc3s2)c1	-4	-1	-6	10	95	-1	103	0	100	-11	-5
CN1CCC(OC(c2ccccc2)c2ccccc2)CC1	-1	-2	-2	2	97	0	83	0	99	1	-8
O=C(Nc1cccc(C(F)(F)F)c1)C1CCCN(S(=O)(=O)c2cnc[nH]2)C1 (centres undefined)	0	0	-2	-16	102	-1	98	-2	96	11	-1
CN(C)c1ccc(/C=N/OC(=O)Nc2ccccc2Cl)cc1	0	0	-1	-44	101	-2	103	0	101	8	-2
O=C(COC(=O)c1ccco1)Nc1ccc2c(c1)OCCO2	0	0	-3	-26	104	-14	101	-13	104	11	-10
Cc1ccc(CN2CCN(Cc3ccc4c(c3)OCCO4)CC2CCO)cc1 (centres undefined)	-2	-3	-5	-21	98	-3	98	-2	102	19	-6
Cc1cccc(NC(=S)/N=C(\N)Nc2nc(C)c3ccccc3n2)c1	-4	-6	-8	-42	105	-3	106	0	101	-9	-6
COc1ccccc1CN1CCCC(C(=O)N2CCCCC2)C1 (centres undefined)	.	.	.	20	108	.	101	.	?	13	.
COc1ccc(S(=O)(=O)Nc2cc(C(C)C)c(O)cc2C)cc1	-1	-6	-4	-18	102	-15	101	-12	102	.	-8
CC(=O)Nc1cccc(N(C)C)c1	-3	-3	-2	-55	99	0	103	0	98	-1	-2
O=C(CSc1ccccn1)Nc1ccc2ccccc2c1	-4	0	-3	-2	99	-4	99	0	97	3	-2
O=C(c1ccccc1C(F)(F)F)N1CCN(S(=O)(=O)c2ccccc2)CC1	2	2	1	-28	98	0	98	2	92	-1	5
Cc1cc(C(=O)c2ccc(Cl)cc2)c(NC(=O)CCl)s1	-3	-2	-5	-9	98	-15	99	-7	99	18	-9
CCOC(=O)c1c(=O)n(O)c2ccc(C)cc2[n+]1[O-]	0	0	-7	1	99	-8	102	-8	103	7	-3
Cc1cccc(NC(=O)CSc2ccc(-c3ccco3)nn2)c1	-2	-2	-6	-17	95	-10	95	-3	97	21	-6
COc1cccc(NC(=O)Nc2ccccc2Br)c1	1	-1	-2	-17	104	-3	103	-4	105	2	-4
Cc1ccc(N2C(=O)CC(C3CCCO3)C2=O)cc1 (centres undefined)	-1	-1	2	-15	115	0	106	-5	102	10	-3
COc1ccccc1N1CCN(C(=O)c2ccc3[nH]c4c(c3c2)CC(C)CC4)CC1 (centres undefined)	10	7	4	-25	101	10	106	4	104	7	2
CN1/C(=C\C(=O)CSc2nnc(N)s2)C(C)(C)c2ccccc21	-5	-8	-8	-45	101	-1	103	-2	102	12	-13
COCCCNC(=O)CSC1=Nc2ccccc2C2=NC(Cc3c[nH]c4ccccc34)C(=O)N12 (centres undefined)	6	4	5	-9	102	5	102	1	104	10	2
COc1cc(N/C=C2\CC(=O)NC(C)=C2C#N)cc(OC)c1OC	-3	0	-4	-56	102	0	101	-3	102	26	-6

Part of the list above, limited to Bcl-B Bim block and Bim-Bfl-1.
smiles	Bcl-B Bim block	Bim-Bfl-1
O=C(CSc1ccccn1)Nc1ccc2ccccc2c1	-2	-4
O=C(c1ccccc1C(F)(F)F)N1CCN(S(=O)(=O)c2ccccc2)CC1	5	0

More results follow:
SMILES	Bim-Bcl-W	Mcl-1 Bim block	Bcl-XL Bim block	Mcl1-Bid inh	RGS4-Gao reg	Bim-Bfl-1	RGS8-Gao reg	Bcl-2 Bim block	RGS7-Gao	Mcl1-Noxa inh	Bcl-B Bim block
CCOC(=O)c1c(CC(C)C)csc1NC(=O)c1ccccc1C(=O)O	.	.	.	-1	102	.	102	.	?	8	.
CCn1ncc(C2=NOC(C(=O)Nc3cnn(C45CC6CC(CC(C6)C4)C5)c3)C2)c1C (centres undefined)	1	-6	-6	-22	101	-13	102	-13	102	23	-12
COc1ccc(N2CCCCn3c2nc2c3c(=O)n(C)c(=O)n2C)cc1	-1	-7	-12	-17	99	-5	100	-2	98	1	-4
COc1ccc(CCC(=O)OCC(=O)Nc2ccc(C)c(S(=O)(=O)N(C)C)c2)cc1	-3	-7	-6	-16	84	-1	58*	-6	45*	6	-4
COCCN(CCOC)C(=O)c1cc2c(=O)n3ccccc3nc2s1	-3	-2	-3	-3	98	-2	99	-6	100	0	-7
COC(=O)C1CCN(S(=O)(=O)c2ccc(OC)cc2)CC1	0	-7	-4	-17	102	-12	102	-6	100	10	-7
O=C(NCCO)c1cccc(Nc2nc(-c3ccccc3)c3cc(Cl)ccc3n2)c1	1	-2	-1	13	100	-8	100	-9	98	21	-8
Cc1ccccc1C(=O)c1cccn1CC(=O)O	-4	1	-7	4	107	-9	107	-7	102	8	-5
COc1ccc(-c2ccc(-c3noc(C(C)C)n3)c(OC)n2)cc1	2	3	-7	21	94	-12	100	-2	102	7	-3
COc1ccc(CNC(=O)CCc2nc3cc(S(=O)(=O)N(C)C)ccc3n2C)cc1OC	1	5	1	-4	99	0	98	1	97	-6	0
CC1CN(C(=O)N2c3ccccc3Sc3ccccc32)C(C)CC1=O (centres undefined)	0	-2	0	-18	100	-1	99	-2	100	70*	-2
Cc1[nH]c2ccc(S(N)(=O)=O)cc2c1C	-3	-2	-1	-10	102	-16	102	-9	96	9	-8
Cc1ccc(Oc2nc3ccccn3c(=O)c2/C=C(\C#N)C(=O)Nc2c(C)n(C)n(-c3ccccc3)c2=O)cc1	-2	-2	-7	14	99	-5	101	-6	100	24	-1
O=C(CCNC(=O)c1ccccc1Cl)Nc1cccc(C(F)(F)F)c1	-3	-3	-8	-4	101	-10	110	-10	101	21	-7
Cc1ccnc(NC(=O)C2CCN(S(=O)(=O)c3cccc4nsnc34)CC2)c1	4	0	5	-19	103	-11	101	-4	103	10	-8
Cn1c2ccccc2c2cnn(CC(=O)Nc3ccc(F)cc3F)c(=O)c21	.	.	.	12	99	.	100	.	?	-20	.
O=C(CSc1ccc(-c2nc3ccccc3[nH]2)cn1)Nc1ccc2c(c1)OCCO2	0	-3	-2	15	102	-12	106	-8	102	15	-8
c1cc2c(cnc3cscc32)s1	0	-5	-2	-40	91	0	82	-3	92	7	-4
CCCCOP(=O)(OCCCC)C(O)c1ccc(N(C)C)cc1 (centres undefined)	.	.	.	-71	105	.	101	.	?	-8	.
Cc1ccc(SCC(=O)OCn2nnc3ccccc3c2=O)cc1C	17	18	21	-2	100	16	100	10	97	13	12
C/C(=N\Nc1nc2ccccc2[nH]1)c1cc2ccccc2o1	-4	-5	-9	-105	96	-11	103	-5	102	0	-12
CC(C)C(OC(=O)c1cc2occc2n1C)C(=O)NCc1ccc2c(c1)OCO2 (centres undefined)	0	0	0	-32	96	-1	103	-1	100	-1	-1
C/C(CC(=O)Nc1ccc(Cl)cc1Cl)=N\NC(=O)c1ccco1	-5	-4	-8	-18	100	-2	100	0	99	23	-4
CC1=NN=C(c2ccccc2)C(c2c[nH]c3ccccc23)N1O (centres undefined)	0	0	2	-75	104	-2	103	-2	102	2	0
O=S(=O)(c1ccc(Cl)cc1)N1CCC(n2cccc2)CC1	.	.	.	-34	103	.	101	.	?	27	.
